Source: PubChem (The Scripps Research Institute Molecular Screening Center)
GSTO1 counter: blocks human GSTO1 in RBBP9 counter-screen. P78417. recombinant GSTO1, activity-based probe fluorescence polarization. inhibition, % at 5.96 µM. actives 1.1% (n = 300,000). AID 1974;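 active means inhibition above the campaign mean inhibition plus 3 SD, cut at about 35% in these data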;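 further: 0% = GSTO1-1 with DMSO and 100% = wells lacking GSTO1-1 enzyme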
Target sequence (P78417 whole entry, looked up): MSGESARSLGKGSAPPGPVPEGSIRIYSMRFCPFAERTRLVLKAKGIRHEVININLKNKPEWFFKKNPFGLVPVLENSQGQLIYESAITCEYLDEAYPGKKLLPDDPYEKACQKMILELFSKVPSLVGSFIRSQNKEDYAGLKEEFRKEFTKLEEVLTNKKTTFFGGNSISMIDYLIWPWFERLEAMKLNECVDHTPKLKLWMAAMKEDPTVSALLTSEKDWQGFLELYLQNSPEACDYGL
PAFAH1B2 FP inh: PAFAH1B2 (human) inhibition; P68402; recombinant PAFAH1B2, FP-rhodamine activity probe, fluorescence polarization; inhibition, % at 3.39 µM; actives 1.2% (n = 340,000); AID 492953;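 active means inhibition above the mean of all tested compounds plus 3 SD, cut at about 24% in these data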;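 further: 0% = enzyme with DMSO and 100% = wells lacking PAFAH1B2; many of its hits are not listed in these tables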
Target sequence (P68402 whole entry, looked up): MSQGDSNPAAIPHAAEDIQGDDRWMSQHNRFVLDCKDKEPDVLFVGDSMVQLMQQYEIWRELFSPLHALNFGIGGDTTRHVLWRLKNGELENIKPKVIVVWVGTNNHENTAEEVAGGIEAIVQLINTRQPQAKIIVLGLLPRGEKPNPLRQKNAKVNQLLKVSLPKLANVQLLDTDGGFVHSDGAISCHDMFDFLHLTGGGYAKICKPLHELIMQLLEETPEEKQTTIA
LYPLA1 inh: counter-screen for PME1 inhibitors: inhibitors of human LYPLA1 | inhibition, % at 5.9 µM | recombinant LYPLA1, FP-Rh probe fluorescence polarization | actives 0.16% (n = 320,000);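 active means inhibition above the mean of all tested compounds plus 3 SD, set per campaign, cut at about 14% in these data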;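 further: inhibitors block serine hydrolase probe labeling of LYPLA1 so polarization falls; 0% = enzyme with DMSO and 100% = wells lacking LYPLA1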
PREPL inh: inhibitors of human prolyl oligopeptidase-like enzyme PREPL | Q4J6C6 | recombinant PREPL, fluorescence polarization activity-based probe | inhibition, % at 5.96 µM | actives 0.68% (n = 320,000) | AID 2751; in the data active means inhibition above about 43%;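 further: 0% = enzyme with DMSO and 100% = wells lacking enzyme; many of its hits are not listed in these tables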
pPAFAH inh: inhibitors of human plasma PAF acetylhydrolase (pPAFAH). Q13093. AID 463082. recombinant pPAFAH, FP-rhodamine probe fluorescence polarization. actives 1.5% (n = 330,000). inhibition, % at 3.39 µM;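 active means inhibition above the mean inhibition across the screen plus 3 SD, cut at about 25% in these data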;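 further: inhibitors block binding of the rhodamine activity-based probe so polarization drops; 0% = enzyme with DMSO and 100% = wells lacking pPAFAH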
PAFAH1B3 inh: blocks human PAF acetylhydrolase 1B catalytic subunit 3. Q15102. recombinant PAFAH1B3, FP-rhodamine probe, fluorescence polarization. inhibition, % at 3.39 µM. actives 0.28% (n = 340,000);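 active means inhibition above the screen-wide average of all tested compounds plus 3 SD, cut at about 25% in these data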;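 further: 0% = enzyme with DMSO only and 100% = wells lacking PAFAH1B3 protein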
Target sequence (Q15102 whole entry, looked up): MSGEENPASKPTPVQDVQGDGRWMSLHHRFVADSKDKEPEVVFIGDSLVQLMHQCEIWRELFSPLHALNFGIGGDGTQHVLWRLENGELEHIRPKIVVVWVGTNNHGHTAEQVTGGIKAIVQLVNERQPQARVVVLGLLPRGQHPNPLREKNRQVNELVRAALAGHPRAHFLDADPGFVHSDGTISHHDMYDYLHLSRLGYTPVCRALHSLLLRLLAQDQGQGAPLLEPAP
PAD4 inh: inhibitors of human PAD4. recombinant PAD4, RCA probe fluorescence polarization. inhibition, % at 6.36 µM. actives 0.41% (n = 330,000). AID 485272;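 active means percent inhibition above a cutoff equal to the mean of all tested compounds plus 3 SD, cut at about 15% in these data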;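 further: 0% = PAD4 with RCA probe and DMSO and 100% = probe without PAD4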
PME-1 primary: PME-1 (human) inhibition; recombinant PME-1, FP-Rh probe fluorescence polarization; actives 0.53% (n = 320,000); inhibition, % at 5.9 µM; Q9Y570;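 active means inhibition above the campaign mean of all compounds plus 3 SD, cut at about 26% in these data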;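 further: competitive labeling of PME-1 active site by serine hydrolase directed probe; 0% = PME-1 with DMSO and 100% = wells lacking PME-1 enzyme; inhibitors block probe labeling so polarization falls and inhibition rises; many of its hits are not listed in these tables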
LYPLA2 counter: counter-screen for PME1 inhibitors: inhibitors of human LYPLA2; O95372; inhibition, % at 5.9 µM; recombinant LYPLA2, FP-Rh probe fluorescence polarization; actives 0.38% (n = 320,000); AID 2177;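 active means inhibition above the screen-wide mean plus 3 SD, limit set per campaign, cut at about 26% in these data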;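 further: 0% = LYPLA2 with DMSO and 100% = wells lacking LYPLA2 enzyme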
Target sequence (O95372 whole entry, looked up): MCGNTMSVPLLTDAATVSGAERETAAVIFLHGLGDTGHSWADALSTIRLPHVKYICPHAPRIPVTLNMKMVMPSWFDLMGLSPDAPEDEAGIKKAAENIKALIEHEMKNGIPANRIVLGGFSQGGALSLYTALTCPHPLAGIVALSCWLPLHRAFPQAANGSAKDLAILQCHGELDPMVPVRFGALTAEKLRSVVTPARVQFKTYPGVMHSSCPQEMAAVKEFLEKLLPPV
* marks the source's active call; other numbers are inactive results; . = not tested or not shown.

Order of results: GSTO1 counter | PAFAH1B2 FP inh | LYPLA1 inh | PREPL inh | pPAFAH inh | PAFAH1B3 inh | PAD4 inh | PME-1 primary | LYPLA2 counter
Cc1ccc(S(=O)(=O)NCCC(=O)NCCc2ccc(S(N)(=O)=O)cc2)cc1C
 : . | 1 | . | 2 | 0 | 3 | 4 | . | .
CCOC(=O)c1c(C2COc3ccccc3O2)csc1N (configuration not stated)
 : 7 | 3 | -2 | 12 | 7 | 3 | -3 | 4 | -2
COc1ccc(N2CCOCC2)c(NC(=O)c2cccc3ccccc23)c1
 : 0 | 4 | 0 | 1 | 2 | 0 | 2 | 8 | 0
Cc1cccn2cc(CCNC(=O)Cc3cccs3)nc12
 : 6 | 6 | -1 | -8 | 7 | 3 | 1 | 1 | -2
CCOc1ccccc1-n1c(C)nc2cc(C(=O)O)ccc21
 : 4 | 2 | 1 | 14 | 2 | 14 | 8 | 0 | 4
COc1n[nH]c(C(=O)Nc2cc(Cl)ccc2Cl)c1[N+](=O)[O-]
 : -36 | 1 | -4 | -2 | 3 | 13 | -5 | 3 | -2
O=C1N[C@@H](c2ccccc2)COC(=O)[C@@H](Cc2ccc(F)cc2)C/C=C\C[C@@H]1CC(=O)N(CCO)Cc1ccccc1
 : . | -6 | . | 52* | 9 | 7 | -3 | . | .
Cc1ccc(C(=O)Nc2ccccc2C(=O)N2CCOCC2)cc1[N+](=O)[O-]
 : 10 | -5 | 3 | 11 | 1 | 11 | -2 | 2 | 4
CCN1CCN(c2cc(C)c3cc(NC(=S)N4CCOCC4)ccc3n2)CC1
 : -5 | 4 | 2 | 16 | 4 | 4 | -4 | 2 | 8
CCOc1ccc(NC(=O)c2cc(OC)nc3ccccc23)cc1
 : -1 | 0 | -4 | 3 | -2 | -1 | 4 | -5 | 2
Clc1ccc(Nc2ccc3ccccc3n2)cc1
 : -14 | 1 | -12 | 21 | 5 | 6 | -5 | 10 | -14
CCOC(=O)c1c(NC(=S)N2CCCCC2)sc2c1CCN(C(=O)OCC)C2
 : -10 | . | -4 | 7 | -3 | . | 6 | -6 | 2
COc1ccc2cc(C(=O)O)ccc2c1
 : -6 | 1 | 1 | -40 | -3 | -3 | -2 | 4 | 2
c1ccc(-c2nnc(SCCC3OCCCO3)o2)cc1
 : 0 | 3 | 1 | 0 | 1 | 11 | 4 | -5 | 5
Cn1cnnc1SCC(=O)Nc1ccc(F)cc1
 : -5 | 1 | 3 | 12 | -3 | 7 | -2 | -2 | 2
Cc1cc(/C=C(\C#N)C(=O)Nc2ccccc2F)c(C)[nH]1
 : 3 | -6 | -3 | 10 | 7 | 3 | -2 | -1 | 0
Cc1ccc(NC(=O)Cn2nc(C(=O)O)c3ccccc3c2=O)c([N+](=O)[O-])c1
 : 1 | 6 | -1 | 1 | -2 | -1 | -1 | 1 | 1
COC(=O)c1nc(N)sc1C
 : 6 | 1 | -1 | 3 | -5 | 7 | -1 | 0 | -3
CC1(C(=O)O)CCC(C(=O)Nc2cccc(F)c2)C1(C)C (configuration not stated)
 : 5 | 2 | -5 | 4 | 0 | 4 | -1 | 4 | 2
Cc1sc(C(C2C(=O)CC(C)(C)CC2=O)C2C(=O)CC(C)(C)CC2=O)cc1[N+](=O)[O-]
 : 16 | 4 | -5 | 3 | 18 | 3 | 2 | -2 | -1
COC(=O)c1cc(NC(=O)CC2NCCNC2=O)cc(C(=O)OC)c1 (configuration not stated)
 : 7 | -5 | -3 | 8 | 0 | 7 | 0 | -11 | -3
CCOC(=O)C1=C(C)N=c2s/c(=C/c3cccc(OCC(=O)O)c3)c(=O)n2C1c1ccc(F)cc1 (configuration not stated)
 : -9 | . | -7 | -13 | 7 | . | 0 | 1 | 0
CCOc1ccc2c(c1)[nH]c(=S)n2C
 : 3 | 5 | 2 | 5 | -2 | -4 | -2 | 5 | -2
Cc1cc(C)cc(N=c2c([N+](=O)[O-])nn(-c3cccc(Cl)c3)n2O)c1
 : 5 | 0 | -2 | 34 | 8 | -4 | -1 | 3 | -1
Cc1ccc(-n2nnnc2SCC(=O)Nc2ccccc2N2CCCCC2)cc1C
 : 0 | 1 | 0 | -4 | 5 | 5 | -1 | -4 | -2
COc1ccc(CCn2c(NCCCN3CCOCC3)nc3c2c(=O)[nH]c(=O)n3C)cc1
 : 6 | 0 | 0 | 19 | 2 | 1 | -3 | 4 | -3
C=CC[C@H](CC(=O)NCCO)C(=O)NC[C@@H](OC(=O)[C@H](CC=C)CC(=O)OC(C)(C)C)c1ccccc1
 : . | 0 | . | 25 | 2 | 0 | 5 | . | .
Cc1cnc(C(=O)Nc2ccc(N3CCOCC3)cc2)cn1
 : 1 | -3 | 0 | 6 | 5 | -6 | -1 | -3 | -3
Cc1ccc(N2CCN(C(=S)c3ccc(-c4ccccc4[N+](=O)[O-])o3)CC2)cc1
 : 2 | 3 | 2 | 12 | 12 | 4 | -3 | 4 | 4
O=C(NC1CCCC1)C(c1ccsc1)N(C(=O)Cc1cccs1)c1ccccc1 (configuration not stated)
 : 4 | 6 | 2 | 6 | 3 | 7 | 1 | -1 | 6

Quoted from the listing:
Reading for Cc1ccc(-n2nnnc2SCC(=O)Nc2ccccc2N2CCCCC2)cc1C in LYPLA1 inh: 0
Reading for COc1ccc(CCn2c(NCCCN3CCOCC3)nc3c2c(=O)[nH]c(=O)n3C)cc1 in PAFAH1B3 inh: 1
Reading for Cc1ccc(N2CCN(C(=S)c3ccc(-c4ccccc4[N+](=O)[O-])o3)CC2)cc1 in PAFAH1B3 inh: 4
Reading for CC1(C(=O)O)CCC(C(=O)Nc2cccc(F)c2)C1(C)C (configuration not stated) in PREPL inh: 4
Reading for C=CC[C@H](CC(=O)NCCO)C(=O)NC[C@@H](OC(=O)[C@H](CC=C)CC(=O)OC(C)(C)C)c1ccccc1 in PAFAH1B2 FP inh: 0
Reading for Cc1ccc(NC(=O)Cn2nc(C(=O)O)c3ccccc3c2=O)c([N+](=O)[O-])c1 in GSTO1 counter: 1

Further entries:
Order of results: GSTO1 counter | PAFAH1B2 FP inh | LYPLA1 inh | PREPL inh | pPAFAH inh | PAFAH1B3 inh | PAD4 inh | PME-1 primary | LYPLA2 counter
CCNC(=O)CC1C(=O)N(c2ccccc2)C(=O)N1CCc1ccc(OC)c(OC)c1 (configuration not stated)
 : -1 | 0 | 1 | 2 | 5 | 2 | -5 | -1 | 11
COc1cc(-c2nc(N)n[nH]2)cc(OC)c1OC
 : -6 | 4 | -4 | -7 | 3 | -9 | -2 | -1 | 2
C=CCOn1c(=O)c(=O)n(OCc2ccccc2)c2ccccc21
 : 12 | 4 | 0 | 4 | 4 | 7 | 8 | 0 | -1
C=CCOC(=O)COc1ccc2c(C)c(CC)c(=O)oc2c1
 : 9 | 1 | 4 | 10 | 4 | 4 | 1 | -3 | 3
CC1(C)CC(O)C(CCC(O)c2ccccc2)C(C)(C)N1 (configuration not stated)
 : 0 | 1 | 0 | -7 | 2 | 9 | -3 | -7 | 2
CCCNS(=O)(=O)c1ccc2c(c1)CCCN2C(C)=O
 : 2 | 4 | 3 | -2 | 1 | 9 | 0 | -5 | 4
COc1nc(C)ccc1-c1noc(-c2cccnc2)n1
 : -1 | 9 | -4 | -1 | 3 | 13 | 3 | 0 | 2
Cc1cccc(Nc2ccccc2C(=O)NCc2ccco2)c1C
 : 0 | 7 | 1 | 2 | 14 | 5 | -1 | 3 | 0
CC(C)Nc1nc2ccccc2c(=O)[nH]1
 : 2 | 6 | 3 | -2 | 7 | 8 | -6 | 0 | 4
CCn1c(Cc2ccc(OC)cc2)nnc1SCc1nc2ccccc2c(=O)[nH]1
 : 0 | 10 | 1 | -3 | 0 | -10 | 1 | 0 | -1
CCCCN1CC(=O)N2[C@H](c3ccc(OC)cc3)[C@@H]3C(=O)N(CC)C(=O)[C@@H]3[C@]2(C)C1=O
 : 4 | 2 | -2 | 10 | -2 | -1 | -3 | 2 | 1
COC(=O)c1cccc(COC(=O)CNC(=O)c2ccco2)c1
 : -6 | 2 | 1 | 13 | 2 | 2 | -4 | -4 | 0
COC(=O)c1c(C)[nH]c(C)c1-c1ccccc1Cl
 : 1 | -1 | 1 | -7 | -3 | 11 | -3 | 0 | 10
CCOc1ccc(S(=O)(=O)NCCc2ccccn2)cc1
 : . | 9 | . | 12 | 5 | 6 | 2 | . | .
CCCN1CCN(CCCNC(=O)c2cc3c(=O)[nH]c4ccc(C)cc4c3s2)CC1
 : 4 | 8 | -3 | -15 | 11 | 6 | 0 | -1 | 0
Cc1cccc(OCC(=O)Nc2ccc3c(c2)nc(CCN2CCN(c4ccccn4)CC2)n3C)c1
 : -1 | 0 | -5 | 32 | 8 | 6 | 6 | -1 | -3
CC1=C(C)CC(C(=O)N2CCN(Cc3ccc4c(c3)OCO4)CC2)C(C(=O)O)C1 (configuration not stated)
 : 9 | 7 | 3 | 4 | 0 | 2 | -8 | -2 | 3
COc1ccc(OC)c(/C=N/NC(=O)CNC(=O)c2ccc(S(=O)(=O)N3CCOCC3)cc2)c1
 : -5 | 2 | 3 | 7 | -3 | 4 | 0 | -3 | 10
COC(=O)c1ccc2nc(C(F)(F)F)[nH]c2c1
 : 7 | -2 | -3 | 0 | 3 | 10 | 0 | 7 | -3
CC(=O)c1nnn(-c2nc(N)nc(N(c3ccccc3)c3ccccc3)n2)c1C
 : -2 | 8 | 5 | 2 | 0 | 7 | -2 | 2 | 4
CCOC(=O)C1=C(C)Nc2nc3ccccc3n2C1c1ccccc1 (configuration not stated)
 : 4 | 2 | 1 | 12 | 3 | 7 | 4 | 0 | -6
CCc1ccc(NC(=S)NC2CC3CCC(C2)N3Cc2ccco2)cc1 (configuration not stated)
 : 1 | 10 | 0 | -6 | -4 | 3 | 1 | 0 | -6
CCOC(=O)c1ccc(NC(=O)CCOc2ccc(C)cc2)cc1
 : 0 | -1 | 0 | -11 | 6 | -3 | 6 | -9 | 3
OC(COc1ccccc1)CN1CCC(Cc2ccccc2)CC1 (configuration not stated)
 : 4 | 0 | 4 | 3 | 1 | 6 | -4 | 1 | 2
CCOc1ccc(CCNC(=O)CN2C(=O)NC(CCSC)C2=O)cc1OCC (configuration not stated)
 : 4 | 1 | 4 | 12 | -4 | 0 | -2 | 1 | 0
CCN1CCN(c2ncnc3scc(-c4ccc(C)c(C)c4)c23)CC1
 : -9 | 6 | 0 | 10 | 4 | 13 | -1 | 3 | 2
N#CC(c1ccccc1)c1ccc(C(=O)c2ccc(F)cc2)cc1 (configuration not stated)
 : -4 | 0 | -3 | -9 | 6 | 5 | 0 | -2 | 2

Some of these compounds in order of molecular weight, descending.
Order of results: GSTO1 counter | PAFAH1B2 FP inh | LYPLA1 inh | PREPL inh | pPAFAH inh | PAFAH1B3 inh | PAD4 inh | PME-1 primary | LYPLA2 counter
CC1=C(C)CC(C(=O)N2CCN(Cc3ccc4c(c3)OCO4)CC2)C(C(=O)O)C1 (configuration not stated)
 : 9 | 7 | 3 | 4 | 0 | 2 | -8 | -2 | 3
CCN1CCN(c2ncnc3scc(-c4ccc(C)c(C)c4)c23)CC1
 : -9 | 6 | 0 | 10 | 4 | 13 | -1 | 3 | 2
CCOC(=O)C1=C(C)Nc2nc3ccccc3n2C1c1ccccc1 (configuration not stated)
 : 4 | 2 | 1 | 12 | 3 | 7 | 4 | 0 | -6

Some of the compounds tested; the hit share may differ from the screen's.
